AMA1-RON2 inh: qHTS for Inhibitors of AMA1-RON; Towards Development of Antimalarial Drug Lead: Primary Screen; AlphaScreen AMA1-biotinylated RON2 peptide binding; Potency, µM (titrated, usually from 58.2 µM), inactives show at the top dose activity change, negative = inhibition, usual class: inhibitors; actives 0.2% (n = 360,000); AID 720542, 2013; active = well fitted inhibition curve with a large enough effect; inconclusive = small, poorly fitted or top-dose-only effect; inactive = no such curve, though single readings can be large or run the other way;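 note: potency is the fitted concentration of half-maximal effect; 0% = vehicle wells and -100% = peptide control; nearly all actives have a fitted effect of over 45% in size; some results filed as inactive show a strong effect at the top dose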
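AMA1 (3D7) with his tag at 25 nM final met compounds first, then biotinylated RON2 peptide at 25 nM; detection used donor plus acceptor beads, 10 µg/mL apiece, read by AlphaScreen after 30 min at room temperature.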
HCMV inh: qHTS Assay for inhibitors of the human cytomegalovirus (HCMV). actives 4.5% (n = 410,000). activity change, negative = inhibition, % at 57.5 µM. HFF cells, HCMV-luciferase reporter, 72 h; stronger effect = lower value; in the data active = activity change below about -60%; inconclusive = no clear call, values can overlap the other calls; inactive = above about -39%
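Screen run at 2 compound doses on HFFs infected with reporter HCMV, MOI 1 PFU/cell. Luciferase activity from cell lysates at 72 h post infection gave inhibition relative to buffer-only and Salinomycin wells.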
Active calls of the source: *; ? = inconclusive; [ ] = dose if it differs, or a comment. Unless noted, % is set by controls: 0 for no effect and ±100 for the full control effect.

no.	mol	AMA1-RON2 inh	HCMV inh
1	c1ccc2c(c1)-c1cccc3cncc-2c13	88%[activator]	-34
2	c1ccc(-c2cc3nc(NCc4cccs4)ccn3n2)cc1	29%	293
3	C=CCn1c(CNC(=O)CCC)nc2ccccc21	11%	9
4	O=C(Nc1cc(C(F)(F)F)ccc1N1CCCC1)C1CC(=O)N(Cc2ccccc2)C1 (centres undefined)	-9%	-24
5	CCCCCNC(=O)C(c1ccc(C#N)cc1)n1c(=O)c(-c2ccco2)nc2ccccc21 (centres undefined)	4%	-7
6	Cc1ccccc1-c1cnc(C(O)c2ccc(Cl)cc2C)[nH]1 (centres undefined)	4%	12
7	COc1cc(CNc2ncnc3c2ncn3[C@H]2CN(Cc3cccs3)C[C@@H](CO)O2)cc(OC)c1OC	1%	-20
8	O=C(NCc1ccccn1)[C@@H]1CCCN1C(=O)[C@@H]1CCCN1C(=O)c1ccc(Cl)cc1	13%	-14
9	O=[N+]([O-])c1ccc(Cl)cc1P(=O)(O)c1cc(Cl)ccc1[N+](=O)[O-]	-3%	8
10	CCN(CC(=O)Nc1ccc2c(c1)OCCO2)C(=O)/C=C/c1cc(Br)ccc1OC	-10%	-8
11	O=C(Nc1ccc2c(c1)CCO2)Nc1nnc([C@H]2C[C@H](O)[C@@H](CO)O2)s1	0%	12
12	O=c1ccn([C@@H]2O[C@H](CNS(=O)(=O)c3csc(-c4ccno4)c3)[C@@H](O)[C@H]2O)c(=O)[nH]1	-2%	-2

Continuation:
no.	mol	AMA1-RON2 inh	HCMV inh
13	COc1ccc(CCC2(C)OCC(CCCCO)O2)cc1 (centres undefined)	0%	-9
14	CCN(c1ccccc1)S(=O)(=O)c1ccc(C(=O)NC2CCCCC2)cc1	-1%	5
15	CCc1nc2ccc(C(=O)NCCN3CCOCC3)cn2c1N(C)Cc1ccc(OC)cc1	-8%	-25
16	CCCOc1ccc(/C(O)=C2/C(=O)C(=O)N(CCN(C)C)C2c2ccncc2)cc1 (centres undefined)	1%	-9
17	COc1cccc(C(Nc2ccccc2)c2ccc3ccc(C)nc3c2O)c1 (centres undefined)	38%[activator]	-36
18	CSc1ccccc1CNC(=O)C1(C)CCCN1CC(C)C (centres undefined)	7%	-31
19	COc1ccc(C2=CC(=O)CC(c3ccc(F)cc3)C2)cc1 (centres undefined)	-4%	4
20	CCC(C)(C)n1nnnc1CN1CCC(O)(c2cccc(C(F)(F)F)c2)CC1	10%	-22
21	CCOC(=O)c1cc2c(cn1)[C@@H](CCO)NC2	-17%	0
22	Cc1nc(N)[nH]c(=O)c1CCCNc1ccc([N+](=O)[O-])cc1	-3%	-7
23	COc1ccc(OC)c(NC(=O)Nc2ccc(O)c3ccccc23)c1	-29%	?
24	Cc1ccc(CNc2ncnc3c2cnn3C2CCCCO2)cc1 (centres undefined)	2%	-26

More compounds
no.	mol	AMA1-RON2 inh	HCMV inh
25	COc1ccc(NC(=O)C2CCCCN2S(=O)(=O)c2ccccc2)cc1S(=O)(=O)N1CCOCC1 (centres undefined)	2%	?
26	C=C1C(=O)OC2CC3(C)OC3CCC(C)=CC(OC(C)=O)C12 (centres undefined)	11%	0
27	OC[C@@H]1CN(Cc2cccnc2)C[C@H](n2cnc3c(N4CCCC4)ncnc32)O1	-5%	-9
28	CN(C)CCNc1ncnc2c1ncn2[C@H]1CN(Cc2ccc(-c3ccccc3)cc2)C[C@@H](CO)O1	-2%	-31
29	CC1(C(=O)NS(=O)(=O)c2ccccc2C(F)(F)F)CCN1C(=O)CCc1ccccc1 (centres undefined)	-3%	9
30	CCCCCCCCN1C(=O)[C@H](CC(=O)N2CCCC2)C[C@@]2(C(=O)OCC)CCCC=C12	7%	-13
31	COc1cc(S(=O)(=O)N(Cc2cccs2)C2CC2)ccc1-n1cnnn1	17%	8
32	Nc1nc2cc(Cl)c(Br)cc2o1	5%	0
33	Clc1cc(/C=N\NC2=NCCN2)cc(Cl)n1	-12%	30
34	CCN(C(=O)COC(=O)/C=C/c1ccc(OC)c(OC)c1)c1c(N)n(Cc2ccccc2)c(=O)[nH]c1=O	5%	20
35	COc1cccc(C(C)(O)c2nc(-c3cnc4ccccc4c3)cs2)c1 (centres undefined)	-20%	-62*
36	C[C@@H]1CN([C@H](C)CO)C(=O)CCCn2cc(nn2)CO[C@H]1CN(C)C(=O)Cc1ccccc1	6%	6

The list continues:
no.	mol	AMA1-RON2 inh	HCMV inh
37	CC(=O)c1cccc(Nc2ccc(C#N)cc2)c1	11%	-9
38	Cc1cc(C)n2c(Nc3ccc4c(c3)OCCO4)c(C(C)C)nc2n1	-1%	10
39	CCCNC(=O)C1(C)CCCN(C(=O)c2cccnc2Oc2ccccc2)C1 (centres undefined)	4%	7
40	CC(C)N1C(=O)c2ccccc2NC(=O)C1C(=O)NC1CC1 (centres undefined)	-2%	54
41	COC(=O)[C@@]1(Sc2ccccc2)CC(=O)N[C@@H]1c1ccccc1	0%	5
42	COc1cccc(C(NC(C)=O)c2nc(-c3ccoc3)cs2)c1 (centres undefined)	6%	5
43	Cc1nc2[nH]c(=S)[nH]c2c(=O)[nH]1	32%[activator]	-64*
44	CN(Cc1ccccc1)C(=O)COc1ccc2ccccc2c1	-1%	89
45	CCOC(=O)C1(C)CCCCN1C(=O)c1ccccc1OC (centres undefined)	6%	13
46	Cc1ccc2nc(CC(O)(c3ccccc3)c3ccccc3)ccc2c1	-6%	-27
47	O=C(CC[C@H]1O[C@@H](n2cnc3c(NC(=O)c4ccccc4)ncnc32)[C@H](O)[C@@H]1O)NCC1CCCO1 (some centres undefined)	0%	-3
48	O=C1c2ccccc2C(=Cc2cccnc2)c2ccccc21	15%	-27

More compounds follow:
no.	mol	AMA1-RON2 inh	HCMV inh
49	CC(C)C(=O)Nc1cccc(S(=O)(=O)NC2=NCCC2)c1	-6%	-2
50	O=C(Nc1ccccc1)c1cc(C2COCCN2C(=O)c2ccccn2)on1 (centres undefined)	27%	11
51	O=C1[C@H](Cc2ccccc2)NCC=CC[C@@H](c2ccc(Cl)cc2)N1Cc1ccc(Cl)cc1	0%	-9
52	Cc1cc(NC(=O)Nc2ccc(Cl)c(Cl)c2)no1	-2%	16
53	Nc1cc(N)cc(C(=O)c2ccccc2)c1	26%	31
54	CC(C)c1ccccc1NC(=O)Nc1nnc([C@@H]2C[C@H](O)[C@@H](CO)O2)s1	14%	-15
55	CC(=O)NC(c1cccc(F)c1)c1nc(-c2cccc(C(F)(F)F)c2)cs1 (centres undefined)	4%	-39
56	CC1(c2nnnn2Cc2ccccc2)CCC(=O)N1CCOc1ccccc1 (centres undefined)	-20%	19
57	Cn1c(=O)oc2cc(S(=O)(=O)N3CCN(C(=O)c4ccco4)CC3)ccc21	2%	-13
58	COCCNC(=O)C1(C)CCN(Cc2ccc3ccccc3c2Br)C1 (centres undefined)	0%	-14
59	COc1ccc(/C=N/NC(=O)c2cc(-c3cccc(C)c3)nc3ccccc23)cc1O	-19%	?
60	COC(=O)[C@@H](Cc1c[nH]c2ccccc12)NCc1cccc(B(O)O)c1	-3%	6

The list continues:
no.	mol	AMA1-RON2 inh	HCMV inh
61	CCOC1=C2[C@@H](CN(S(=O)(=O)c3ccc(C)cc3)[C@H]2c2ccccc2Cl)[C@H]2C(=O)NC(=O)[C@H]2C1	9%	-9
62	Cc1ccn2c(C(C)O)nnc2c1 (centres undefined)	17%	-11
63	Cc1ccc(CNC(=O)C2CCN(c3nc(C)cc(C)n3)CC2)cc1	3%	0
64	CCOC(=O)C1=CCN(S(=O)(=O)c2ccccc2F)C1c1cccc(Br)c1 (centres undefined)	15%	-23
65	COCCCN1C(=O)C(CC(=O)NCCN2CCOCC2)CC(C(=O)N2CCCCCC2)=C1C (centres undefined)	0%	1
66	CCCCN(C)C(=O)c1sc(=O)n(Cc2c(C)cccc2C)c1C	-4%	-61*
67	COc1cc2cc(C(=O)NCCc3c[nH]c4ccccc34)c(N)nc2cc1OC	-4%	-22
68	COc1ccc(OC)c(C2C/C(=N/O)C(C)C(c3cc(OC)ccc3OC)N2)c1 (centres undefined)	40%[activator]	36
69	C[C@@H]1CC[C@@]2(O[C@@H](CCO)C[C@@H](O)[C@@H]2O)O1	27%	11
70	Cc1ccc(Cc2c(C3CCCCC3)nc3cc(C)c(Br)c(C)n23)cc1	-18%	-23
71	CCOc1ccccc1-c1cc(NC)ncn1	-4%	-28
72	CC(=NNc1nc2ccccc2o1)c1cc2ccccc2cn1	?	-99*

Given in transposed form: part of the list above
36. C[C@@H]1CN([C@H](C)CO)C(=O)CCCn2cc(nn2)CO[C@H]1CN(C)C(=O)Cc1ccccc1
37. CC(=O)c1cccc(Nc2ccc(C#N)cc2)c1
38. Cc1cc(C)n2c(Nc3ccc4c(c3)OCCO4)c(C(C)C)nc2n1
39. CCCNC(=O)C1(C)CCCN(C(=O)c2cccnc2Oc2ccccc2)C1 (centres undefined)

| entry no. | 36 | 37 | 38 | 39 |
| --- | --- | --- | --- | --- |
| AMA1-RON2 inh | 6% | 11% | -1% | 4% |
| HCMV inh | 6 | -9 | 10 | 7 |

(cont.)
no.	mol	AMA1-RON2 inh	HCMV inh
73	CCc1nc2c(OCc3ccc(F)cc3)cccn2c1N(C)C(=O)c1ccco1	-1%	16
74	Cc1ccc(S(=O)(=O)NNC(=O)C23CCC(CC2)C3)cc1	20%	-26
75	COc1ccc(-c2ccc3c(c2)C2CC3CCN2)cc1 (centres undefined)	-5%	-31
76	COC(=O)CN1C(=O)[C@@H]2[C@H](C1=O)[C@@H]1CC(C(=O)OC)=C[C@@H](C(=O)OC)[C@@H]3C1=C(C(=O)[C@@]3(C)NC(=O)c1ccccc1)[C@@H]2C	-2%	-66*
77	C[C@@H]1CN([C@@H](C)CO)C(=O)CCCn2nncc2CO[C@H]1CN(C)S(=O)(=O)c1cn(C)cn1	17%	23
78	CC1(C)CC(=O)C=C(c2ccc(-c3ccc(OC(F)(F)F)cc3)cc2)C1=O	-21%	-31
79	C#Cc1cccc(Nc2nc(NCc3ccccc3OC)nc3ccsc23)c1	-16%	-79*
80	FC(F)(F)c1ccc(-c2cccc3c2C2CC3CCN2Cc2ccccc2)cc1 (centres undefined)	7%	-30
81	O=C1NC[C@@H](CCCCN2C[C@H](Cc3ccc(O)cc3)N(CC3CCCCC3)C(=O)C2=O)N(CC2CCCCC2)C1=O	-6%	-15
82	Cc1c(C(=O)NCc2ccc3c(c2)OCCO3)sc(=O)n1Cc1ccccc1C(F)(F)F	-20%	-29
83	N#Cc1ccccc1S(=O)(=O)N1CCN(C(=O)CN(Cc2ccco2)Cc2cccs2)CC1	7%	-6
84	CCOC(=O)CCCCCC(=O)Nc1ccc2c(c1)C(=O)N([C@@H](C)CO)C[C@@H](C)[C@H](CN(C)C(=O)c1ccncc1)OCCCC[C@H](C)O2	-10%	33

Later entries
no.	mol	AMA1-RON2 inh	HCMV inh
85	COc1c(S(=O)(=O)N2CCCCC2)ccc2c(S(=O)(=O)N3CCCCC3)cccc12	1%	-85*
86	CCOCCCN1C(=O)C(O)=C(C(C)=O)C1c1cccs1 (centres undefined)	-11%	26
87	CCCC(C)(C)C(=O)N1CCC1(C)C(=O)Nc1ccc2c(c1)OCCO2 (centres undefined)	5%	-66*
88	CC[C@H]1OC(=O)C[C@@H](O)[C@H](C)[C@@H](O[C@@H]2O[C@H](C)[C@@H](O[C@H]3C[C@@](C)(O)[C@@H](O)[C@H](C)O3)[C@H](N(C)C)[C@H]2O)[C@@H](CC=O)C[C@@H](C)C(=O)/C=C/C(C)=C/[C@@H]1CO[C@@H]1O[C@H](C)[C@@H](O)[C@@H](OC)[C@H]1OC	1%	13
89	COc1ccc(Br)c(C=O)c1OS(=O)(=O)c1ccc(C)cc1	12%	?
90	COc1ccc(-c2csc(NCCc3nc4cc(Cl)c(Cl)cc4n3CCCO)n2)cc1	28%	30
91	COc1ccc(S(=O)(=O)NC(=O)C2(C)CCN2C(=O)c2ccccc2CCc2ccccc2)cc1 (centres undefined)	4%	-28
92	Cc1ccc(-c2nnn(CC(=O)N(CC(=O)NC3CCCCC3)c3cnc4ccccc4c3)n2)o1	-6%	8
93	COC(=O)C1=C(c2ccccc2)C[C@@H]2CC[C@H]1N2C(=O)N1CCCCC1	0%	6
94	CC12CCC(CC1O)C2C(=O)O (centres undefined)	-2%	-4
95	c1ccc(-c2nnc(Cn3c4ccccc4c4nc5ccccc5nc43)o2)cc1	1%	-17
96	CCCCCC(=O)N1C[C@H](O)[C@@H](n2cc(COC(=O)c3ccccc3)nn2)C[C@@H]1c1ccc(C)cc1	-10%	-8

Record cards, from the list above:
`C=C1C(=O)OC2CC3(C)OC3CCC(C)=CC(OC(C)=O)C12` (centres undefined) across the screens: AMA1-RON2 inh = 11%; HCMV inh = 0
`CC12CCC(CC1O)C2C(=O)O` (centres undefined) across the screens: AMA1-RON2 inh = -2%; HCMV inh = -4
`Cc1ccc(CNC(=O)C2CCN(c3nc(C)cc(C)n3)CC2)cc1` across the screens: AMA1-RON2 inh = 3%; HCMV inh = 0

Carrying on:
no.	mol	AMA1-RON2 inh	HCMV inh
97	O=C(c1cc(-c2ccc(Cl)s2)nc2ccccc12)N1CCCC1	-2%	41
98	O=c1nc2onnc2c(C=NO)[nH]1	-6%	-2
99	CNc1ncnc2c1ncn2[C@H]1CN(Cc2ccc(OC)cc2)C[C@@H](CO)O1	-1%	-5
100	Cc1cc(C(=O)N2CCC2(C)C(=O)Nc2cc(C(C)(C)C)nn2C)nn1C (centres undefined)	6%	27
101	CCN(CC)C(=O)C1=C(C)N(CCC2=CCCCC2)C(=O)C(CC(=O)NC2CCCC2)C1 (centres undefined)	2%	-4

Some of the compounds tested. The share of hits here may be higher or lower than overall.
